High-throughput results: PubChem, several laboratories
SV40 large T antigen = SV40 large T antigen inhibitors, biochemical (AID 1903); SV40 large T antigen ATPase/helicase inhibition assay; higher % means a stronger effect; one-dose inhibition, % at 20 µM; IC50 in µM for titrated hits; 310,000 compounds, 0.39% hits; in the data active = a potency from the dose series; inconclusive = inhibition mostly from about 32% at the one dose, without a potency; inactive = the rest, 99 in 100 with inhibition below about 32%; note: strong numbers were not always called active
TNAP activators = stimulation of alkaline phosphatase TNAP activity – biochemical, luminescent, no phosphate acceptor, uHTS, primary screen (AID 1001). purified TNAP, luminescent activation assay, no phosphate acceptor; higher activation fold means a stronger effect. one-dose activation fold at 20 µM; EC50 in µM for titrated hits. 200,000 compounds, 0.03% hits; in the data active = activation fold from about 3, or a potency from the dose series; inactive = the rest, 99 in 100 with activation fold below about 1.6; note: many of its hits are not listed in these tables
West Nile virus CPE = West Nile virus antiviral activity, cell-based, CPE readout (AID 1621) | West Nile virus-infected cells, CPE inhibition; higher % means a stronger effect | 290,000 compounds, 0.02% hits | CPE inhibition, % at 10 µM, or IC50 in µM where a hit was titrated; in the data active = a potency from the dose series; inconclusive = CPE inhibition mostly from about 3.7% at the one dose, without a potency; inactive = the rest, 99 in 100 with CPE inhibition below about 2.2%; note: strong numbers were not always called active
Ins promoter up = MIN6 insulin promoter up-regulation; z-score at 5 µM; MIN6 insulin promoter-GFP reporter, high-content imaging; active compounds read high; 190,000 compounds, 0.3% hits;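 active = z-score above 3 at 5 µM with at least 500 cells counted in the well; inconclusive = wells under 500 cells, flagged as cytotoxic or low count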
ER stress rescue = rescue of cells from ER stress-induced death, primary screen, 384-well, CSM14.1, thapsigargin, ATP luminescence (AID 1222). CSM14.1 thapsigargin-induced death rescue, ATP luminescence; higher % means a stronger effect. one-dose cellular ATP content (survival), % at 20 µM; EC50 in µM for titrated hits. 190,000 tested, under 10 active;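 active = EC50 below 50 µM in the dose-response confirmation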;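 note: death triggered by thapsigargin at about 15 µM added after 2 h compound pretreatment; cell ATP read after overnight thapsigargin exposure of roughly 18 to 22 hours; normalized against plate controls of thapsigargin alone and 5% DMSO vehicle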
RSV antiviral HEp-2 = inhibition of RSV-induced cytopathic effect – HEp-2 cells, primary 10 µM value included (AID 2391); 310,000 compounds, 0.13% hits; HEp-2 cells, RSV-induced CPE inhibition; higher % means a stronger effect; CPE inhibition, % at 10 µM, or IC50 in µM where a hit was titrated; in the data active = a potency from the dose series; inconclusive = CPE inhibition mostly from about 23% at the one dose, without a potency; inactive = the rest, 99 in 100 with CPE inhibition below about 21%; note: strong numbers were not always called active
PMI inhibitors = MPI enzyme activity inhibition – biochemical, fluorescence intensity, coupled assay, primary screen (AID 1209); purified PMI enzyme, coupled fluorescence intensity; higher % means a stronger effect; inhibition, % at 20 µM; hits with a dose series show IC50 in µM; 190,000 compounds, 0.42% hits;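 note: plate controls were DMSO vehicle for no effect and wells lacking substrate for full effect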
human PMI inhibitors = human PMI inhibitors, high substrate, primary screen, biochemical, fluorescence intensity, high mannose 6-phosphate (AID 1220). recombinant PMI enzyme, coupled fluorescence intensity; higher % means a stronger effect. 190,000 compounds, 0.66% hits. one-dose inhibition, % at 20 µM; IC50 in µM for titrated hits
PhoP inhibition = PhoP-dependent GFP reporter repression – Salmonella Typhimurium, primary screen (AID 1863). S. Typhimurium PhoP-regulated promoter GFP reporter, 4 h; higher % means a stronger effect. inhibition, % at 50 µM, or IC50 in µM where a hit was titrated. 300,000 compounds, 0.16% hits;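 active = inhibition over 29.93%, a cutoff 3 SD above the screen mean, later confirmed by dose response; inconclusive = inhibition over 29.93% but no dose response follow-up; inactive = inhibition at most 29.93% or unconfirmed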;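 note: 0% = low Mg2+ inducing control and 100% = high Mg2+ repressing control; strong numbers were not always called active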
Ins promoter up cell count = recorded beside Ins promoter up, whose call it bears; cell count; measured here: cytotoxicity, nuclei count;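 total cells summed across four imaged fields per well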
The depositor's hits bear a star; ? = inconclusive; . = no result given. Cut-off read from the data, not from the text of the source, unless noted: active = inhibition above about 50%; inactive = the rest.

SMILES | Ins promoter up cell count | PMI inhibitors | PhoP inhibition | RSV antiviral HEp-2 | SV40 large T antigen | ER stress rescue | human PMI inhibitors | TNAP activators | Ins promoter up | West Nile virus CPE
COc1c(Cl)cc(-c2noc(C)c2C(=O)NC(C)C)cc1Cl | 1337 | -2% | 3% | 1.6% | 14% | -3.8% | 0% | 1.1 | -0.44 | -0.7%
CC1(C)C(O)=C(c2nc3ccccc3[nH]2)C(=N)N1c1ccccc1 | 1626 | 5% | 2% | 1.7% | 8% | -1.0% | 8% | 1.1 | -0.32 | 0.0%
N#Cc1c(N)nc2c(c1-c1ccncc1)CCCC2 | . | -3% | 6% | 2.6% | 1% | -1.9% | -5% | 1 | . | -0.1%
CCOC(=O)c1[nH]c(C)c(C(=O)OCc2ccc(C)cc2)c1C | . | . | -4% | 0.1% | 10% | . | . | . | . | 0.0%
O=C(CN(C(=O)c1csnn1)c1cccc(C(F)(F)F)c1)NC1CCCC1 | . | . | 1% | -1.2% | -9% | . | . | . | . | -0.3%
CCc1ccccc1NC(=O)NC1CC2CCC(C1)N2Cc1cccs1 (stereo not given) | 1391 | -13% | -2% | -2.6% | 2% | 0.2% | -2% | 1.2 | -1.1 | -0.8%
O=C(Nc1ccccc1)C1CC(=O)n2c(nc3ccccc32)N1 (stereo not given) | 920 | . | -9% | 1.1% | 28% | . | . | . | -0.3 | 0.2%
CC(=O)NCCc1nc2ccccc2n1Cc1ccc(Cl)cc1 | 1421 | 4% | -2% | 0.9% | 5% | 1.6% | -2% | 1 | -0.17 | -1.2%
CCS(=O)(=O)N1Cc2ccccc2CC1C(=O)Nc1cc(S(C)(=O)=O)ccc1Cl (stereo not given) | . | . | -9% | 1.1% | 13% | . | . | . | . | -0.2%
CC(NS(=O)(=O)c1cn(C)c(=O)n(C)c1=O)c1ccccc1 (stereo not given) | . | . | 2% | 1.5% | 15% | . | . | . | . | 0.3%
CCCN1CCN(C(=O)C2CCN(S(=O)(=O)c3ccc4c(c3)oc(=O)n4C)CC2)CC1 | 833 | -2% | 4% | . | -3% | 0.1% | -2% | 1.2 | -1 | 0.3%
CCOC(=O)NC1(C(F)(F)F)C(=O)NC(C)=C1C#N (stereo not given) | 1230 | 3% | 0% | 2.4% | 10% | -1.6% | 0% | 1.1 | 0.48 | 0.1%
CCOCCCNC(=O)C(c1ccc(Cl)cc1)N1CCN(C(=O)c2ccco2)CC1 (stereo not given) | 1229 | -4% | -3% | 1.2% | -5% | -1.2% | -4% | 1.1 | 0.09 | -0.6%
COc1cccc(OC)c1OCCCSc1nc(C)cc(=O)[nH]1 | 1253 | 6% | -1% | -0.5% | 4% | -0.1% | 1% | 1.1 | 1.3 | -0.1%
O=C(CNC(=O)N1CC(=O)Nc2ccccc21)Nc1nccs1 | . | . | -4% | 1.7% | 7% | . | . | . | . | -0.5%
COC(=O)CSc1nnc2c3c4c(sc3nc(-n3nc(C)cc3C)n12)COC(C)(C)C4 | 1160 | -3% | 4% | 0.3% | 5% | 0.9% | 0% | 1.2 | -0.24 | -0.1%
CN(C)c1cccc(C(=O)N/N=C/c2ccccc2F)c1 | 1252 | -1% | -8% | 0.3% | 22% | 0.3% | 8% | 1 | 0.03 | 0.9%
COc1cccc(NS(=O)(=O)c2c(C)cc(C)cc2C)c1 | 1081 | 20% | 36% | 4.1% | -1% | -0.6% | 19% | 1.1 | -0.72 | -0.5%
COc1ccc(NC(=O)CSc2nnnn2C)c([N+](=O)[O-])c1 | . | 4% | -7% | 0.5% | 10% | -0.2% | 9% | 1.1 | . | 0.4%
Cc1ccccc1Cn1cc(NC(=O)c2cc3nc(-c4ccco4)cc(C(F)(F)F)n3n2)cn1 | 929 | 8% | 4% | 0.7% | 1% | 4.3% | 6% | 1 | 0.38 | -0.4%
CCCc1cc(-c2nc(N)ncc2-c2ccc3c(c2)OCCCO3)c(O)cc1OC | 1812 | 24% | 32% | -4.0% | 14% | -2.0% | 23% | 1.1 | -1 | 2.1%
CCOc1cc(C(=O)OCC(=O)Nc2c(C)cccc2C)ccc1OCC(=O)N1CCOCC1 | 1360 | 2% | -7% | 1.6% | 9% | 1.4% | 8% | 1.2 | 0.04 | 0.1%
Cc1cccc(C)c1Nc1c(-c2ccc(N3CCOCC3)cc2)nc2cnccn12 | 1058 | . | -14% | -0.1% | 20% | . | . | . | -0.89 | -0.3%
O=C(COC(=O)c1ccc(=O)[nH]c1)Nc1cccc(S(=O)(=O)N2CCOCC2)c1 | 1306 | . | -6% | 0.0% | 20% | . | . | . | 0.14 | 0.5%
O=C(CSc1nnc(-c2cccs2)o1)NCC1CN(Cc2ccccc2)CCO1 (stereo not given) | 1158 | 5% | 11% | 0.6% | -9% | -1.0% | -14% | 1 | 0.72 | -0.8%

(next part)
SMILES | Ins promoter up cell count | PMI inhibitors | PhoP inhibition | RSV antiviral HEp-2 | SV40 large T antigen | ER stress rescue | human PMI inhibitors | TNAP activators | Ins promoter up | West Nile virus CPE
COC(=O)c1c(NC(=O)C(C)(C)C)sc2c1C(C(=O)OC)CC2 (stereo not given) | 1404 | 9% | 10% | 3.6% | 8% | 0.7% | 11% | 1.1 | 0.4 | -0.1%
COc1ccc(NS(=O)(=O)c2cc(NC(=O)/C=C/c3ccccc3OC)ccc2N2CCCCC2)cc1 | 1137 | 10% | 12% | 2.4% | 4% | 4.7% | 13% | 1 | 0.09 | -0.4%
Cn1c2ccccc2c2nnc(SC3CCOC3=O)nc21 (stereo not given) | 1118 | 7% | 6% | -1.2% | 2% | -1.3% | 9% | 1.1 | 0.2 | -0.1%
CC(C)(O)C#Cc1ccc(CN2CCN(C3CCCC3)C(CCO)C2)cc1 (stereo not given) | . | 15% | -3% | -1.4% | 6% | -0.5% | 9% | 1 | . | -0.8%
COc1ccc(-c2cc(C(F)(F)F)n3nc(C(=O)N4CCCCC4)cc3n2)cc1OC | . | -2% | -21% | 1.3% | -1% | 0.7% | -5% | 1.1 | ? | -0.2%
O=C(CSc1nnc(CNC(=O)c2c(F)cccc2Cl)o1)NCc1ccc(F)cc1 | . | . | 10% | 0.1% | 6% | . | . | . | . | 0.0%
Cc1ccc(S(=O)(=O)N2CCC(=O)N(C(COCc3ccc(Cl)cc3)C(C)C)CC2)cc1 (stereo not given) | 1265 | 12% | 8% | 2.9% | 9% | -4.5% | 7% | 1 | -1.3 | -0.3%
CCCS(=O)(=O)N1CCC(C(=O)N2CCOCC2)CC1 | 1500* | 6% | 0% | 1.1% | -5% | -0.7% | 8% | 1 | 4* | 0.1%
NS(=O)(=O)c1ccc(CCNCC(=O)NCc2ccccc2Cl)cc1 | . | . | 7% | 2.1% | 1% | . | . | . | . | 0.5%
Cc1nc(NC(=O)c2ccc(Br)o2)sc1C | . | 7% | 12% | 1.3% | 1% | -1.9% | 2% | 1.1 | . | -0.5%
Cc1c(C(c2ccccc2)c2c(C)n(C)n(-c3ccccc3)c2=O)c(=O)n(-c2ccccc2)n1C | . | . | 1% | 0.7% | 15% | . | . | . | . | -0.1%
O=C(NCc1cnc2ccccn12)C1CCC(=O)N(Cc2ccccc2F)C1 (stereo not given) | . | . | 11% | 0.6% | 5% | . | . | . | . | -0.1%
Cc1oc2ccc(O)c(CN3CCOCC3)c2c1C(=O)c1ccc(Cl)cc1 | 1120 | 14% | -6% | 0.8% | 15% | -1.9% | 18% | 1 | 0.07 | 0.7%
Cc1ccc2nc(-c3ccc(NC(=O)CN(c4ccccc4C)S(C)(=O)=O)cc3)sc2c1 | 1892 | 15% | 0% | 18% | 7% | -1.0% | 16% | 1 | -0.45 | -0.2%
COc1ccc(N(CC(=O)N2CCOCC2)S(C)(=O)=O)cc1OC | . | . | 1% | 0.6% | 4% | . | . | . | . | -0.3%
COc1ccc(OCCn2cncn2)cc1 | . | 2% | -12% | 1.7% | 17% | -0.9% | -5% | 1.2 | . | 0.4%
CCCCN(C)C(=O)CCC(=O)Nc1ccc2nc(N3CCOCC3)cc(C)c2c1 | 1413 | -1% | 1% | -0.7% | 9% | -0.3% | 12% | 0.9 | -0.3 | -0.2%
CC(C)[C@H](NC(=O)NCc1cccs1)C(=O)O | 1281 | 4% | -5% | 1.5% | -2% | -0.3% | -1% | 1.1 | 0.15 | -0.2%
CCn1cc(C(=O)OCC(=O)Nc2cccc(C)c2)c(=O)c2ccc(C)nc21 | . | . | 1% | 2.3% | 7% | . | . | . | . | -0.3%
Cc1ccccc1NC(=O)c1ccc2nccnc2c1 | . | . | -2% | 0.9% | 8% | . | . | . | . | -0.5%
CN(CCC1CCCCO1)C(=O)CCc1nnc(CCc2ccccc2)o1 (stereo not given) | . | . | -6% | 1.1% | 20% | . | . | . | . | -0.3%
N#CC(C#N)=NNc1ccc([N+](=O)[O-])cc1 | . | . | 13% | 14% | 9% | . | . | . | . | -0.2%
Cc1ccccc1OCc1nnc(SCC(=O)Nc2ccc3nc(SCC(=O)Nc4ccccc4)sc3c2)n1C | 1049 | -1% | -4% | 1.7% | 5% | -0.5% | -6% | 1.1 | 0.26 | -0.4%
COC(=O)CSc1c(-c2ccccc2)c2cc(Cl)ccc2[nH]c1=O | . | 4% | 7% | 1.8% | 1% | 0.4% | 0% | 1 | . | 0.9%
CCC(C)NC(=O)CS(=O)Cc1nc(-c2ccccc2C)oc1C (stereo not given) | 928 | -3% | -1% | 1.4% | 2% | -0.2% | 2% | 1.2 | 0.54 | .

(more compounds)
SMILES | Ins promoter up cell count | PMI inhibitors | PhoP inhibition | RSV antiviral HEp-2 | SV40 large T antigen | ER stress rescue | human PMI inhibitors | TNAP activators | Ins promoter up | West Nile virus CPE
Cc1ccc2c(c1)N(CCC(=O)NCCN1CCOCC1)C(=O)CO2 | 1535 | -11% | -3% | 1.7% | 13% | 2.9% | -4% | 1 | -0.91 | -0.3%
O=C(NC1CCCCCCC1)C1=COCCO1 | 1142 | 5% | -7% | -1.0% | -2% | . | -3% | 1 | 0.35 | 0.0%
CCCc1cc(=O)[nH]c(SCC(N)=O)n1 | 949 | -4% | 3% | 0.6% | -6% | 0.5% | -6% | 1 | 0.28 | 0.3%
CCc1ccc(NC(=O)C2C3C=CC(C4CC34)C2C(=O)O)cc1 (stereo not given) | . | 4% | -3% | 1.4% | 9% | -2.8% | 8% | 1.1 | . | 0.1%
COc1cc(C(=O)NCCN2CCOCC2)cc(OC)c1OC | 891 | -7% | 3% | 0.0% | 6% | -0.7% | -7% | 1.2 | 0.46 | 0.9%
C=CCn1c(SCC(=O)c2ccc(OC)cc2)nnc1-c1cc2cccc(OC)c2o1 | 1292 | 8% | -2% | 1.3% | 7% | -2.6% | 1% | 1.1 | -0.89 | -0.3%

Compounds were not picked by outcome (roughly 1.5% active in at least one column).
